High-throughput results from PubChem BioAssay.
GLP1R cytotox: cytotoxicity counter-screen for GLP-1 receptor inverse agonists. HEK293 cAMP-luciferase reporter cells, luminescence, 24 h. Potency, µM (titrated, usually from 38.3 µM), for inactives: at the top dose activity change, negative = inhibition, hits mostly inhibitors. 0.13% of 410,000 active. AID 624418;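 further: loss of luciferase light is scored as toxicity; potency means the concentration at half of the fitted maximal effect; on the % scale 0 is the no-effect control and ±100 the full control effect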
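Compound-treated cells are incubated 24 hr at 37 deg C under 5% CO2 after a 12 hour attachment period, then luciferase detection reagent is added and luminescence is measured following 12 min at room temperature; lowered signal indicates toxicity.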
D3 ag: D3 dopamine receptor (human) agonism; P35462; D3R DiscoveRx beta-arrestin cells, luminescence, 90 min; max activation, %; 0.58% of 410,000 active; in the data active means max activation above about 30%; further: 0% is about no effect; mostly tested at two doses, the higher about 12 µM
Target sequence (P35462 whole entry, looked up): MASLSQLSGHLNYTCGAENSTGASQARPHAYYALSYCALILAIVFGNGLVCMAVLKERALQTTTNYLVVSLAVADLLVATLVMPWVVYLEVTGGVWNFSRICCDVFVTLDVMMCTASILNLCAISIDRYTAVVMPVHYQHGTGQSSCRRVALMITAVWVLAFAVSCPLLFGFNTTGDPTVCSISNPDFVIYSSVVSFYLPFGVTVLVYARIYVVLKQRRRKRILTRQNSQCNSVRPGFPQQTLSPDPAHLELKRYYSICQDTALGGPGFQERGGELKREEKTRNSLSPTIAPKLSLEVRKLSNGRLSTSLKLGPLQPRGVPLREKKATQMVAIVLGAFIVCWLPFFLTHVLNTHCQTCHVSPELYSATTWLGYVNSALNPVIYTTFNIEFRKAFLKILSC
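Agonist-mode cell screen: cells plated at 1500/well and incubated overnight at 37 °C, then exposed to library compounds for 90 min at 37 °C. Detection reagent was added for 30–60 min at room temperature, and luminescence was read.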
MCF10A rerep: DNA re-replication induction in MCF 10a cells. MCF 10A DNA re-replication, Hoechst nuclear intensity, 48 h. Potency, µM (highest dose often 46.1 µM), for the others: top-dose activity, positive = re-replication, actives largely listed as activators. 2.9% of 350,000 active. AID 624296; further: potency means the concentration at half of the fitted maximal effect; % of control where 0% means no effect; nearly all actives have a fitted effect of over 50% in size
IL-1B inflam inh: inhibitors of inflammasome signaling (IL-1 beta secretion) | THP-1 LPS/ATP IL-1B secretion, AlphaLISA, 16 h; stronger effect = lower value | activity change, % at 57.5 µM | 4.7% of 360,000 active | AID 743279; in the data active means activity change below about -50%; inconclusive means mostly about -30% to -49%; further: on the % scale 0 is the no-effect control and ±100 the full control effect
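Secreted IL-1B measured by AlphaLISA bead assay after 16 h compound exposure of THP-1 cells; compounds (final up to 57.5 uM) added 1 h before LPS (250 ng/mL) and ATP (1.25 mM) stimulation; lower signal means less secretion.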
KB-V1 MDR tox: kills drug-selected multidrug resistant KB-V1 cells | Potency, µM (series often up to 46.1 µM), for the others: at the highest dose activity change, negative = cytotoxicity, actives largely listed as cytotoxic | AID 1347076 | KB-V1 MDR cells viability, CellTiter-Glo, 72 h | 3.4% of 400,000 active; further: potency means the concentration at half of the fitted maximal effect; on the % scale 0 is the no-effect control and ±100 the full control effect; nearly all actives have a fitted effect of over 60% in size
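qHTS viability screen in drug-selected KB-V1 MDR cells: 72 h compound treatment at 37 degrees C, ATP luminescence end point.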
SW480 rerep: inducers of DNA re-replication in SW480 colon cancer cells. SW480 DNA re-replication, Hoechst DNA content imaging, 48 h. Potency, µM (highest dose often 46.1 µM), for the others: top-dose re-replication activation, most hits filed as activators. 1.8% of 340,000 active; further: potency means the concentration at half of the fitted maximal effect; % of control where 0% means no effect; nearly all actives have a fitted effect of over 55% in size
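Cells (250 per well) received 23 nL compound or DMSO by pin tool and were kept 48 hr at 37 C, 5% CO2. Nuclei were then stained with Hoechst for 40 min and scanned for DNA content.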
HT1080NT lethal: kills 2HG-producing HT-1080-NT fibrosarcoma cells; Potency, µM (series often up to 46.1 µM), without a hit: top-dose activity, negative = less viability, usual class: cytotoxic; AID 686970; HT-1080-NT fibrosarcoma viability, CellTiter-Glo ATP luminescence, 48 h; 1.6% of 360,000 active;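 further: NT is the 2HG producing partner of a matched IDH1 knockdown line; potency means the concentration at half of the fitted maximal effect; 0% = DMSO-treated cells and -100% = media-only wells without cells; nearly all actives have a fitted effect of over 55% in size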
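Toxicity toward the 2HG-producing NT line was scored as %Activity, normalised to DMSO and no-cell wells, from CellTiter-Glo luminescence after 48 hours' treatment.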
KB-3-1 cytotox: KB-3-1 parental cell cytotoxicity. Potency, µM (highest dose often 46.1 µM), inactives show at the highest dose activity change, negative = cytotoxic, actives largely listed as cytotoxic. AID 1347075. 1.4% of 400,000 active. KB-3-1 viability, CellTiter-Glo ATP luminescence, 72 h; further: potency means the concentration at half of the fitted maximal effect; on the % scale 0 is the no-effect control and ±100 the full control effect; nearly all actives have a fitted effect of over 60% in size
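Cytotoxicity measured as CellTiter-Glo luminescence after 72 h at 37 C. Compound titrations were pinned onto drug-naive KB-3-1 parental adenocarcinoma cells grown in DMEM with 10% FBS, and normalized data fitted to concentration-response curves.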
HT1080 IDH1KD tx: toxicity to HT-1080 IDH1 knockdown cells (counter line). Potency, µM (doses to about 46.1 µM), for the others: at the top dose activity, negative = toxicity, hits mostly cytotoxic. 2% of 360,000 active. AID 686971. HT-1080 IDH1 knockdown viability, ATP luminescence, 48 h;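 further: potency means the concentration at half of the fitted maximal effect; 0% = DMSO wells and -100% = cell-free medium wells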
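% activity derives from luminescence (CellTiter-Glo), normalised to DMSO and no-cell wells. HT-1080-IDH1KD cells, 750/well, had 48 h compound exposure at 37 °C.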
Starred values were filed as active, the others as inactive; u = inconclusive; x = not tested or not shown; & = joins results of further samples; ! = not confirmed by another sample; [ ] = dose if it differs, or a comment. Unless noted, the call rests on the fitted dose curve; in most records, active means well fitted curve in the direction sought with a large enough effect; inconclusive means small, poorly fitted or top-dose-only effect, or another doubt; inactive means no such curve, though single readings can be large; an effect the other way counts as inactive or inconclusive. No enrichment for hits; about 11% have a hit in one of these screens.

canonical_smiles	SW480 rerep	MCF10A rerep	D3 ag	KB-V1 MDR tox	IL-1B inflam inh	GLP1R cytotox	KB-3-1 cytotox	HT1080NT lethal	HT1080 IDH1KD tx
OCCNCCSc1ccc(Cl)cc1	6%	14%	-4	14%	-13	5%	3%	0%	0%
COc1cccc(NC(=O)COC(=O)CCOc2ccccc2OC)c1	-9%	-1%	8	-4%	-2	3%	-2%	-1%	1%
CC1c2c([nH]c3ccccc23)CCC1C(=O)O (stereo not given)	8%	0%	-1	0%	-6	0%	18%	7%	6%
Cc1ccccc1C1CC(=O)c2ccccc2C1C (stereo not given)	u	15%	-7	-5%	18	-4%	-1%	0%	-15%
COc1ccc(OCCN2CCC(C(=O)NC(c3ccc(Cl)cc3)c3ncccc3C)CC2)cc1 (stereo not given)	x	x	-19	3%	x	-3%	0%	u	21µM*
COc1ccc(-c2ccn(-c3cccc(F)n3)n2)cc1	u	u	2	-14%	-5	-3%[7.66 µM]	2%	-6%	-27%
C/C(N)=C(/C#N)C(=O)COC(=O)c1ccc(O)cc1	-7%	3%	-13	3%	-7	-22%	4%	11%	-1%
C[C@H](CO)N1C[C@H](C)[C@@H](CN(C)C(=O)Nc2ccccc2)Oc2c(NC(=O)Nc3ccc4c(c3)OCO4)cccc2C1=O	-6%	-1%	6	u	1	-5%	19%	0%	10%
O=C(NC1=NCCS1)c1cc(Cl)ccc1Cl	-33%[inhibitor]	0%	3	0%	-16	4%	-7%	9%	10%
O=S(=O)(Nc1cccc(-c2nnco2)c1)c1ccc(F)cc1F	1%	26%	-1	0%	-11	2%	3%	1%	5%
CC(=O)OC1CC2(C)C(C(C)=O)CCC2C2CCC3=CC(=O)CCC3(C)C12 (stereo not given)	-7%	1%	-3	-20%	-15	-10%	-5%	7%	7%
Cc1cccc(NC(=O)N2C3CCCC2CC(NC(=O)C2CC2)C3)c1 (stereo not given)	9%	9%	-7	-2%	-13	10%	u	3%	-1%
CC(=O)c1c(C)[nH]c(C(=O)Nc2cc(F)ccc2C)c1C	-21%	-1%	-9	u	17	-69%	3%	-12%	-4%
CCOc1ccc(CCNC(=O)CN2C(=O)COc3ccc(S(=O)(=O)N4CCC(C)CC4)cc32)cc1	x	x	4	u	x	1%	u	x	x
CC1SC(c2ccccc2)N(CC(O)c2ccc([N+](=O)[O-])cc2)C1=O (stereo not given)	-131%[inhibitor]	-1%	-5	-3%	-4	-2%	-5%	-17%	-7%
CCS(=O)(=O)n1nc(-c2ccc(C)cc2)nc1N	-3%[9.22 µM]	-2%	0	8%	u	-4%	8%	21%	19%
CN(CC(=O)Nc1ccccn1)S(=O)(=O)c1ccc(Cl)cc1	-1%	-4%	0	3%	0	26%	1%	2%	0%
C=CCC(NCc1ccccc1)c1ccco1 (stereo not given)	-8%	4%	12	7%	3	0%	5%	1%	0%
CCC(=O)N1CCc2cc(S(=O)(=O)NC(C(=O)Nc3cc(OC)cc(OC)c3)C(C)C)ccc21 (stereo not given)	x	x	-22	-7%	x	-6%	14%	x	x
Cc1ccc(NC(=O)Cn2nnc(-c3ccc4c(c3)OCO4)n2)cc1F	-4%	-1%	7	1%	21	9%	6%	17%	18%
CN1CCN(C(=O)c2ccccc2NS(=O)(=O)c2ccc(F)cc2)CC1	-28%	-5%	-23	6%	-13	2%	6%	-1%	-6%
C/C(=N/O)c1cc(C(C)(C)C)c(O)c(C(C)(C)C)c1	-1%	10%	-2	2%	63	-1%	-1%	-15%	-10%
Cc1ccc(Cl)cc1NC(=O)COC(=O)CCN1C(=O)C2CC=CCC2C1=O (stereo not given)	-6%	u	-13	x	4	8%	x	0%	-4%
C[C@H]1C[C@H]2[C@@H]3CCC4=CC(=O)C=C[C@]4(C)[C@@]3(Cl)[C@@H](O)C[C@]2(C)[C@@]1(O)C(=O)CO	-11%&-40%&-3%	4%&9%&17%	6&8	-17%	-59*	-3%	0%	u	13%
COC(=O)c1ccccc1NC(NC(=O)c1ccco1)C(=O)c1ccc(C)cc1 (stereo not given)	-8%	367%[0.0737 µM]	1	-4%	7	1%	-2%	-10%	-11%
CCOC(=O)CSc1nc(C2CC2)nc2ccccc12	-7%	2%	1	6%	4	1%	-11%	-1%	11%
Cc1ccc(-n2nc(-c3cccnc3)cc2C(=O)N2CCOCC2)c(C)c1	0%	1%	1	-2%	17	-19%	10%	16%	5%
CSc1nnc(-c2ccccc2Cl)o1	-2%	2%	5	0%	-1	-7%	14%	18%	11%
Cc1ccc2c(c1)CCCN2C(=O)C1CCCO1 (stereo not given)	0%	-3%	-11	16%	36	1%	2%	4%[9.24 µM]	u
CC(C)(C)NC(=O)C(OC(=O)c1cccs1)c1ccc(F)cc1 (stereo not given)	1%	u	2	-6%	-5	2%	5%	u	0%

The list goes on; it opens with the three that closed the last part.
canonical_smiles	SW480 rerep	MCF10A rerep	D3 ag	KB-V1 MDR tox	IL-1B inflam inh	GLP1R cytotox	KB-3-1 cytotox	HT1080NT lethal	HT1080 IDH1KD tx
CSc1nnc(-c2ccccc2Cl)o1	-2%	2%	5	0%	-1	-7%	14%	18%	11%
Cc1ccc2c(c1)CCCN2C(=O)C1CCCO1 (stereo not given)	0%	-3%	-11	16%	36	1%	2%	4%[9.24 µM]	u
CC(C)(C)NC(=O)C(OC(=O)c1cccs1)c1ccc(F)cc1 (stereo not given)	1%	u	2	-6%	-5	2%	5%	u	0%
Nc1nc2ccccc2n1CCOc1ccc(Cl)cc1	-7%	u	-4	-10%	-24	-8%	-9%	u	u
Cc1cccc(CNC(=O)CCCN2C(=O)c3cccnc3Oc3ccccc32)c1	x	x	-1	-9%	x	-2%	3%	x	x
O=C(COc1nncc2ccccc12)NCCC1=CCCCC1	-23%	0%	8	7%	21	-8%	14%	15%	8%
COCCN(C(=O)COC(=O)c1cc2ccccc2cc1O)c1c(N)n(Cc2ccccc2)c(=O)[nH]c1=O	-1%	4%	8	2%	10	7%	u	0%	4%
O=C(COC(=O)c1ccccc1NCCO)NNC(=O)c1cccs1	4%	-14%	1	3%	13	-5%	0%	2%	10%
CCCCNc1nc2c(S(=O)(=O)c3ccccc3)nnn2c2ccccc12	-9%	14%	0	13%	46	11%	7%	16%	10%
O=C(COC(=O)c1cc[n+]([O-])cc1)Nc1ccc(Cl)c(C(F)(F)F)c1	u	24%	1	0%	14	-2%	-27%	-6%[9.24 µM]	1%
Cc1cccc(C(=O)OCc2cc(=O)n3nc(-c4cccs4)sc3n2)c1	x	x	-5	22%	x	9%	15%	x	x
C[C@H](CO)N1C[C@H](C)[C@@H](CN(C)Cc2ccc(Oc3ccccc3)cc2)OCc2cnnn2CCCC1=O	x	x	1	-7%	18	-5%	7%	-1%	-2%
C[C@H](O)[C@@H]1C(=O)N2CCc3ccc(N4CCN(C)CC4)cc3[C@@H]2C[C@@H]1N(C)C(=O)Nc1cc(Cl)cc(Cl)c1	-1%[9.22 µM]	u	-28	22%	-14	-14%	-9%	-5%	5%
COc1ccc2[nH]c3c(c2c1)CCN1C(=O)C(CC(=O)NCCCn2ccnc2)C[C@H](C(=O)N2CCOCC2)[C@@]31C (stereo not given in full)	3%	0%	-1	3%	45	3%	8%	11%	13%
CCOc1cc2[nH]c(=S)n(CCC(=O)N3CCc4ccccc4C3)c(=O)c2cc1OCC	-3%	1%	-1	6%	11	3%	12%	14%	8%
COc1ccc(NC(=O)CCC(=O)c2ccc(Cl)cc2)cn1	-14%	5%	-12	u	3	-11%	3%	-3%	-8%
CC(C)N1C(=O)C(=O)N(CC(=O)N2c3ccccc3CC2C)C1=O (stereo not given)	x	x	0	17%	7	3%	0%	6%	6%
CC(CC(=O)Nc1ccc2c(c1)OCCO2)c1ccccc1 (stereo not given)	-2%	-6%	0	-20%	7	14%	-2%	2%	-2%
Cc1c(C(=O)NC2CCCc3ccccc32)oc2ccc(S(=O)(=O)N3CCCCC3)cc12 (stereo not given)	-3%&-133%	u	1	10%	23	-3%	-13%	-2%	12%
O=C(COC(=O)CCC(=O)c1cccs1)NC(=O)c1ccc(OC(F)F)cc1	-10%	-3%	2	-2%	9	4%	-5%	11%	6%
CC(C)Nc1nc(NC(C)C)nc(SCCOC(=O)Nc2ccc(Cl)cc2Cl)n1	0%	u	3	0%	-9	u	-17%	7%	6%
CCC1(c2ccccc2)NC(=O)N(CC(=O)NNC(=O)c2ccc(F)cc2)C1=O (stereo not given)	4%	0%	3	2%	8	11%	2%	12%	3%
CCCCOCP(=O)(CC)COCCCC	13%	20%	-7	2%	0	16%	-2%	3%	-2%
O=C(CNC(=O)c1ccc(OC(F)F)cc1)NCc1ccccn1	-4%	-3%	2	u	-9	-9%	1%	7%	-2%
Cc1cc(C)[n+]2n1C(=O)C(c1ccccc1)=C2[O-]	-20%&-5%	-2%&19%	50*!	u	-8&-6	-1%&-9%	-7%&2%	-3%&0%	-7%&-1%
COc1ccc(-n2nc(C(=O)NCC(=O)NCc3ccc(F)cc3)c3ccccc3c2=O)c(OC)c1	-5%	1%	-5	-1%	45	0%	-1%	-12%	-14%
O=C(N/N=C/c1cccs1)/C(=C/c1ccccc1)NC(=O)c1ccccc1	-5%	4%	0	u	0	11%	17%	0%	3%
CC(C)NC(=O)C1CCN(C2CCN(C(=O)c3scc4c3CCCC4)CC2)CC1	-2%	14%	-2	-14%	9	8%	-14%	3%	-5%
